# From PubChem BioAssay
# Pf growth 48h – inhibits P. falciparum growth in the first generation, 48 h; P. falciparum luciferase growth in erythrocytes, 48 h; 310,000 compounds, 5.9% hits; AID 504832; Potency, µM (highest dose often 28.7 µM), without a hit: top-dose activity change, negative = inhibition, actives largely listed as inhibitors; note: potency is the fitted concentration of half-maximal effect; % is set by controls: 0 for no effect and ±100 for the full control effect
#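 Compounds are pin-transferred into medium, infected erythrocytes (2% hematocrit, 0.1% parasitemia final) are added, and plates sit one parasite generation at 37 C in 5% CO2. Detection reagent is then added and luminescence measured.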
# Pf growth 96h – P. falciparum growth inhibition at 96 hour, primary screen for plastid delayed-death inhibitors. 320,000 compounds, 6.9% hits. AID 504834. P. falciparum luciferase reporter growth, 96 h. Potency, µM (series often up to 28.7 µM), without a hit: at the highest dose activity change, negative = inhibition, actives largely listed as inhibitors; note: potency is the fitted concentration of half-maximal effect; % is set by controls: 0 for no effect and ±100 for the full control effect
#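 Erythrocytes infected with luciferase-expressing P. falciparum were dispensed at 2% hematocrit and 0.05% parasitemia (final), then incubated with compounds 96 hours at 37 C in 5% CO2. Luminescence after detection reagent addition reported growth.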
# Shiga toxin inh – blocks Shiga toxin action in Vero cells; 290,000 compounds, 9.2% hits; Vero cells, Shiga toxin protein synthesis inhibition reporter; inhibition, % at 38.7 µM; AID 2315; in the data active = inhibition mostly above about 28%, no sharp cut-off; inactive = mostly below about 43%; note: 0% is about no effect
# CHX counter – affects cycloheximide protein synthesis inhibition readout, counter-screen; 300,000 compounds, 12% hits; max response, %; AID 2314; cell reporter, cycloheximide protein synthesis inhibition counterscreen; in the data active = max response mostly above about 13%, no sharp cut-off; inactive = mostly below about 14%; note: read at 38.3 µM for the half of the compounds with a filed dose; 0% is about no effect
# TbPYK inhibitor – T. brucei pyruvate kinase inhibition. 410,000 compounds, 0.12% hits. Q57TT1. TbPYK enzyme, Kinase-Glo Plus ATP luminescence, 45 min. Potency, µM (doses to about 76.8 µM), inactives show at the highest dose activity, negative = inhibition, usual class: inhibitors. AID 624173; note: potency is the fitted concentration of half-maximal effect; % is set by controls: 0 for no effect and ±100 for the full control effect; nearly all actives have a fitted effect of over 50% in size
#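 TbPYK + substrate in 50 mM TEA pH 7.2, 100 mM KCl, 10 mM MgCl2, 0.05% BSA, 0.01% Tween-20; cpd pinned; ADP 130 uM final; 45 min RT; Kinase-Glo Plus 10 min; luminescence endpoint.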
# LmPK inhibitor – LmPK (Leishmania mexicana) enzyme inhibition. Q27686. purified LmPK, Kinase-Glo ATP luminescence, 1 h. Potency, µM (doses to about 57.5 µM), for the others: at the highest dose activity change, negative = inhibition, most hits filed as inhibitors. 290,000 compounds, 0.37% hits. AID 1721; note: potency is the fitted concentration of half-maximal effect; % is set by controls: 0 for no effect and ±100 for the full control effect
# Target sequence (Q27686 whole entry, looked up): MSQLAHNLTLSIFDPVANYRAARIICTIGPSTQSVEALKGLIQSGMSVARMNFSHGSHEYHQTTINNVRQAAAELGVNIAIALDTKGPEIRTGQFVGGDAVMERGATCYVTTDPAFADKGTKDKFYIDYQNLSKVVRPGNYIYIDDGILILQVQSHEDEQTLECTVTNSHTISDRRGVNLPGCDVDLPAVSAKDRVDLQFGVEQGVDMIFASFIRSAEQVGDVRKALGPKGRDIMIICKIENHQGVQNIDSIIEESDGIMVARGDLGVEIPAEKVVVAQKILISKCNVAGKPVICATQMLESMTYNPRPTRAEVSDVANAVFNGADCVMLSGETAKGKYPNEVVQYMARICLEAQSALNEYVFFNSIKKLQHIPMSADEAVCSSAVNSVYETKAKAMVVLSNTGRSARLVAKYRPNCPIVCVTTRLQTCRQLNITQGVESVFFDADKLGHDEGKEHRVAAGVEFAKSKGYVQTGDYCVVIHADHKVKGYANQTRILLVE
#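 qHTS format; LmPK 0.1 nM; substrates PEP 0.5 mM and ADP 0.1 mM. One-hour room-temperature incubation, then coupled luciferase luminescence; 0.5 nM enzyme wells mark activation.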
# AMA1 RON2 block – inhibitors of Plasmodium falciparum AMA1-RON2 interaction | AlphaScreen AMA1-biotinylated RON2 peptide binding | Potency, µM (doses to about 58.2 µM), inactives show at the top dose activity change, negative = inhibition, usual class: inhibitors | 360,000 compounds, 0.2% hits | AID 720542;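 note: potency is the fitted concentration of half-maximal effect; 0% = vehicle wells and -100% = peptide control; nearly all actives have a fitted effect of over 45% in size; some results filed as inactive show a strong effect at the top dose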
#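 AMA1 (3D7) with his tag at 25 nM final met compounds first, then biotinylated RON2 peptide at 25 nM; detection used donor plus acceptor beads, 10 µg/mL apiece, read by AlphaScreen after 30 min at room temperature.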
# The depositor's hits bear a star; u = inconclusive; x = not tested or not shown; [ ] = another dose, or the depositor's remark. Unless noted, calls come from the whole dose curve; as a rule, active = well fitted curve in the direction sought with a large enough effect; inconclusive = small, poorly fitted or top-dose-only effect, or another doubt; inactive = no such curve, though single readings can be large; an effect the other way counts as inactive or inconclusive. Outcome played no part in choosing rows (roughly 21% active in at least one column).
smiles,Pf growth 48h,Pf growth 96h,Shiga toxin inh,CHX counter,TbPYK inhibitor,LmPK inhibitor,AMA1 RON2 block
Cn1c(=O)oc2cc(S(=O)(=O)NCCC(=O)N3CCc4ccccc43)ccc21,-17%,x,-7,-3,0%,-3%,-2%
O=C(Nc1ccc(C(F)(F)F)cc1)c1cnc(N2CCN(c3ccccn3)CC2)c2ccccc12,u,22%,-2,9,5%,2%,0%
Cc1cc(NC(=O)CN2CCC(O)(c3cccc(F)c3)CC2)no1,9%,0%,-6,4,1%,-9%,-3%
Cc1ccc(NC(=O)CN(C)C(=O)c2cc3c(s2)CCCCC3)cc1,5%,31%[activator],x,x,-2%,x,6%
COc1ccc(-n2nc3ccccc3n2)cc1,117%[activator],100%[activator],53,24*,-1%,-6%,20%
S=C(Nc1ccc(Br)cc1)NC1CCN(Cc2ccccc2)CC1,12µM*,-20%,-5,-2,-2%,0%,-17%
Cc1ccc(C)c(NS(=O)(=O)c2csc(C(N)=O)c2)c1,20%[0.00184 µM],u,-15,-4,0%,7%,2%
CNc1c(C(=O)O)ccc2c1C(=O)c1ccccc1C2=O,-1%,20%,9,-2,-25%,u,u
Cc1ccccc1NC(=O)Cn1nc(C)n2cccc2c1=O,1%,-25%,-5,10,3%,5%,-1%
O=C(/C=C/c1ccccc1[N+](=O)[O-])NNC(=O)c1ccncc1,-14%,-24%,x,x,0%,x,79%[activator]
CCCOC(=O)CCNc1n[nH]c(=O)[nH]c1=O,-22%,2%,-6,2,1%,1%,3%
Cc1ccc2nc(SCC(=O)Nc3cccc(S(=O)(=O)N(C)C)c3)[nH]c2c1,12%,-11%,15,4,0%,0%,-3%
COC(=O)c1ccccc1N=Nc1c(C)noc1C,9%,8%,33,-3,1%,4%,u
CCc1ccccc1NC(=O)CSc1nc2[nH]c(=O)cc(O)c2s1,0%,9%,-5,-2,-10%,-7%,15%
COc1ccc(-c2nnc(CSc3nnc(-c4ccncc4)n3C3CCCCC3)o2)cc1OC,u,9.3µM*,-13,5,-12%,-1%,-7%
C=CCOc1ccccc1CN1CCC(Cc2ccccc2)CC1,-24%,u,-4,-1,1%,-16%,-19%
O=C(CSc1nnnn1-c1ccc(C(=O)O)cc1)NC1CC1,1%,u,-7,-3,1%,0%,-9%
CC1CCN(C(=O)Cn2c(=O)n(Cc3ccco3)c(=O)c3sccc32)CC1,-15%,-9%,-4,-3,-12%,-7%,-19%
CC1(C)Cc2nc(Cl)c(C(N)=O)cc2CO1,54%[activator],34%[activator],-4,-2,4%,4%,-1%
Cc1ccc(C)c(N(C)S(=O)(=O)c2cccc3nsnc23)c1,-26%,2%,91,-3,2%,0%,-17%
CCOc1ccc(S(=O)(=O)N2Cc3ccccc3CC2C(=O)O)cc1 (configuration not stated),109%[activator],3%,-6,-3,7%,2%,0%
Cc1ccc(S(=O)(=O)/N=C(/c2ccc(F)cc2)N2CCOCC2)cc1,u,-14%,-2,1,-10%,4%,0%
O=C(Nc1cccc(Cl)c1)N(CCCN1CCOCC1)Cc1ccccc1F,-26%,2.1µM*,-1,6,1%,2%,-5%
COC(=O)C1=C(c2ccc(F)cc2OCc2ccccc2)C[C@@H]2CC[C@H]1N2C(=O)NCc1ccco1,u,u,x,x,-3%,x,-6%
CCN(CC)C(=O)Cn1cc(C(=O)C2CC2)c2ccccc21,-18%,-20%,-5,1,-1%,-5%,-13%
O=C(NCc1ccc(F)cc1)c1ccc(Br)o1,5%,13%,-10,3,5%,-4%,-3%
CN(CC(=O)NCc1ccco1)S(=O)(=O)c1cccc2cccnc12,x,14%,-8,-6,-8%,0%,6%
Cc1ccc(CN2CC(C(=O)N3CCN(S(=O)(=O)c4cccc(F)c4)CC3)CC2=O)cc1 (configuration not stated),u,9%,x,x,-11%,x,0%
CN(C(=O)c1ccc(NC(=O)Cc2cccc(NC(=O)C3CCCN(C(=O)C4CCCCC4)C3)c2)cc1)C1CCCC1 (configuration not stated),u,u,x,x,-7%,x,14%
Cc1cc(C)nc(SCC(=O)NCC2COc3ccccc3O2)n1 (configuration not stated),-17%,1%,x,x,-9%,x,22%
CC1=C(C)CC(C(=O)Nc2nccs2)C(C(=O)O)C1 (configuration not stated),11%,-15%,8,1,0%,1%,-6%
Nc1c2c(nn1-c1ccc(C(=O)O)cc1)CNC2,18%,28%,34,12,0%,-1%,-2%
COc1cccc2c1C(=O)C=C(C)C2=O,u,15µM*,-34,15,-10%,-2%,5%
COc1ccc(CNC(=O)COC(=O)c2ccc(F)c(S(=O)(=O)N3CCCCC3)c2)cc1OC,u,-17%,-10,-1,-1%,-3%,-1%
COc1ccccc1CNC(=O)C1CCCN(S(=O)(=O)c2cccc3nonc23)C1 (configuration not stated),1%,24%,-11,-6,0%,-5%,-5%
CCCCNC(=O)c1ccccc1NC(=O)CCSc1ccccc1,u,u,1,5,6%,9%,15%
O=C(c1ccc2c3c(cccc13)CC2)C1CCCN(Cc2ccccn2)C1 (configuration not stated),2.3µM*,-6%,-16,-2,-3%,3%,0%
COc1ccc(C)cc1NC(=O)C1CCCN1C(=O)OCc1ccccc1 (configuration not stated),10µM*,u,-9,-2,2%,0%,-1%
CCOc1cc(CNCCc2c[nH]c3ccccc23)cc(Cl)c1OCC,u,u,-14,-4,-4%,-1%,u
COc1ccc(C(=O)O/N=C2\CCCc3nonc32)cc1,18%,14%,-3,-1,-10%,-4%,12%
CC(=O)NCCCNc1ccc([N+](=O)[O-])cc1,76%[activator],1%,35*,23*,3%,3%,18%
Cc1cc(=O)[nH]c(N/N=C/c2c(C)nn(-c3ccc(F)cc3)c2Cl)n1,4.7µM*,10µM*,-12,-1,4%,1%,4%
CN(C)c1ncnc2c1NC1=C(S2)C(=NCCCC(=O)O)CC(C)(C)C1,1%,22%,-19,-6,-25%,-2%,0%
Cc1ccc(-c2nc(C(F)(F)F)cc(=O)[nH]2)cc1,12%,-2%,-11,-2,8%,10%,-12%
Cc1nc2cc(N)ccc2n1-c1ccccc1,21%,13%,9,0,-10%,11%,-12%
Cc1nc(N2CCOCC2)nc(N2CCCCC2C)c1[N+](=O)[O-] (configuration not stated),u,u,-18,1,3%,-6%,-19%
Cc1[nH]c(C)c(S(=O)(=O)N2CCN(c3cccc(C(F)(F)F)c3)CC2)c1C(=O)N1CCCC1,0%,-18%,-8,-5,-5%,0%,-5%
O=C(NCCCl)C1Cc2c(ccc3ccccc23)O1 (configuration not stated),63%[activator],58%[activator],22,8,6%,2%,4%
CCOC(=O)N1CCN(C(=O)CN(C2CCCCC2)S(=O)(=O)c2c(C)cc(C)cc2C)CC1,x,10µM*,-11,5,x,7%,11%
Cc1ccc(CCNC(=O)C2CCC(=O)N(Cc3ccccc3F)C2)o1 (configuration not stated),u,7%,102*,40*,-10%,4%,-13%

# Reprinted at random: three records from the list.
smiles,Pf growth 48h,Pf growth 96h,Shiga toxin inh,CHX counter,TbPYK inhibitor,LmPK inhibitor,AMA1 RON2 block
Cc1ccc(-c2nc(C(F)(F)F)cc(=O)[nH]2)cc1,12%,-2%,-11,-2,8%,10%,-12%
O=C(Nc1ccc(C(F)(F)F)cc1)c1cnc(N2CCN(c3ccccn3)CC2)c2ccccc12,u,22%,-2,9,5%,2%,0%
CC1(C)Cc2nc(Cl)c(C(N)=O)cc2CO1,54%[activator],34%[activator],-4,-2,4%,4%,-1%

# Next part:
smiles,Pf growth 48h,Pf growth 96h,Shiga toxin inh,CHX counter,TbPYK inhibitor,LmPK inhibitor,AMA1 RON2 block
Cc1nn(CC(=O)Nc2ccc3c(c2)OCO3)c(C)c1Cl,18%,u,11,12,-5%,4%,60%[activator]
CCOC(=O)C1CCCN(C(=O)c2ccc(NS(=O)(=O)c3ccc4[nH]c(=O)[nH]c4c3)cc2)C1 (configuration not stated),u,5.9µM*,x,x,0%,x,-14%
CCN(CC)CCn1c2c(c(SCC(=O)Nc3ccc4c(c3)OCCO4)nc1=O)CCCC2,u,2.9µM*,x,x,-1%,x,14%
CCOC(=O)c1sc(=NC(=O)COc2ccccc2)n(C)c1C,32%[activator],28%,26,23,-2%,6%,-20%
CCOc1cc(/C=C/C(=O)N(CC)CC(=O)NCc2cccs2)cc(Cl)c1OC,u,-20%,x,x,-5%,x,6%
CCOc1ccc(N2C(=O)CC(NNc3nc4ccccc4s3)C2=O)cc1 (configuration not stated),6%,14%,8,0,1%,3%,5%
CCOC(=O)C1=C(C)S/C(=C\N(C)C)C1=O,x,-7%,18,0,-7%,-3%,-12%
Cc1cc(C)c(C)c(S(=O)(=O)N2CCC(C(=O)Nc3ccncc3)CC2)c1C,u,13µM*,-9,-3,-2%,2%,2%
Cc1cccc(NC(=O)CSc2nnc(-c3ccncc3)n2CC2CCCO2)c1 (configuration not stated),-5%,0%,-15,-3,0%,1%,-13%
Clc1cccc(C2NCCc3[nH]cnc32)c1 (configuration not stated),8%,41%[activator],-3,-2,0%,1%,3%
COC(=O)NC1CCC(NC(=O)OC)CC1 (configuration not stated),8%,7%,-3,-4,-10%,-8%,4%
COc1ccc(-n2nc3c(c2NC(=O)C(C)Oc2ccccc2)CS(=O)C3)cc1 (configuration not stated),-10%,-10%,39,5,1%,-14%,-2%
Cc1cc(OCC(=O)NCCc2ccc(S(N)(=O)=O)cc2)c2c(C)c(C)c(=O)oc2c1,17%,8%,-8,-4,-3%,11%,4%
O=C(CN1C(=O)COc2ccc(Cl)cc21)Nc1ccccn1,-14%,u,-3,-3,0%,-3%,-22%
Cc1ccc(S(=O)(=O)NC2=C(N3CCN(Cc4ccccc4)CC3)C(=O)c3ccccc3C2=O)cc1,u,x,-14,2,-4%,-20%,u
O=S(=O)(Cc1ccccc1)NCC1CCCO1 (configuration not stated),x,-37%,-13,-6,4%,3%,13%
CCC(NS(=O)(=O)c1ccc2c(c1)Cc1cc(S(=O)(=O)NC(CC)C(=O)O)ccc1-2)C(=O)O (configuration not stated),-11%,7%,-7,6,-6%,-5%,-3%
Cn1c(=O)cc(SCC(=O)NCCCN2CCN(c3ccccc3F)CC2)c2ccccc21,u,60%[activator],-16,-4,5%,1%,-24%
CCOC(=O)CCCCC(=O)c1[nH]c(=O)[nH]c1CSCCO,u,x,-7,-2,0%,-3%,7.5µM*
COc1cccc(CC(=O)Nc2cc(C(F)(F)F)ccc2N2CCCC2)c1,u,13µM*,2,-2,6%,1%,5%
CSCC(=O)N1CCCC(CNC(=O)c2ccc(-c3ccccc3)cc2)C1 (configuration not stated),u,21%,22,12*,-6%,-4%,-10%
NS(=O)(=O)c1ccc(CCNS(=O)(=O)c2ccc3c(c2)NC(=O)CO3)cc1,24%,-2%,-7,-7,1%,-9%,-8%
